Source: PubChem (Broad Institute)
Cneo AK release = Cryptococcus neoformans lysis via adenylate kinase release; C. neoformans lysis, adenylate kinase release luminescence, 4 h; normalised: neutral wells 0, clomiphene wells 100; lysis activity, % at 15 µM; 360,000 tested, 0.2% active;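 active = mean lysis activity across replicates of at least 80%, whatever share of replicates individually reach that level; inactive = mean lysis activity below 80%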
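Test system: log-phase Cryptococcus neoformans yeast cells; Quantity: yeast cell density of 5 × 10^6 cells/mL; Buffer or medium: YPD; Doses: single compound concentration per well; Timing: 4 h at 37 °C static, read 1 h later; Measured by: AK luminescence; Read-out basis: lysis from increased AK signal; Control set: Clomiphene as positive control.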
EWS-Fli block = EWS/Fli transcriptional activity inhibition; A673 NR0B1-luciferase reporter, viability-normalised; inhibition, % at 12.6 µM; 350,000 tested, 0.67% active; AID 651661;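 active = mean inhibition of at least 50% after viability correction, with every replicate also passing that limit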;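 note: firefly luciferase signal divided by Alamar Blue viability fluorescence both relative to DMSO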
Casp6 inh = blocks human caspase-6 cleavage activity. purified caspase-6, Z-VEID-R110 cleavage fluorescence. P55212. inhibition, % at 12.5 µM. 350,000 tested, 0.53% active;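 active = mean inhibition across replicates at least about 35%, with every replicate also reaching that limit, limit read from the data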;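 note: 0% = median of neutral control wells and 100% = no fluorescence left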
Target sequence (P55212 24-179 limits assumed): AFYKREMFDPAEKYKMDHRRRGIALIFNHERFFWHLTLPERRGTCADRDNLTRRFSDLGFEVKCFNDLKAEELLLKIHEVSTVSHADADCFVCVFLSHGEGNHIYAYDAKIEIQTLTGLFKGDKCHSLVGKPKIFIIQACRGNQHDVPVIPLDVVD
Target sequence (P55212 194-293 limits assumed): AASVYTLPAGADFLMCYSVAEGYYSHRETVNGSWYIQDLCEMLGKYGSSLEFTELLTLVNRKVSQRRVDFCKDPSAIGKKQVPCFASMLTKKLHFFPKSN
PGC1a acetyl inh = lowers PGC1a acetylation signal in U2OS cells. AlphaScreen anti-acetyl-lysine; with virally co-expressed GCN5 acetyltransferase. inhibition, % at 15.6 µM. 350,000 tested, 0.17% active;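 active = every replicate shows inhibition of at least 40%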;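 note: 0% = neutral control wells and 100% = positive control wells; some results beyond the cut were filed as inactive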
FN deposition inh = fibronectin deposition inhibition; AH1F fibroblasts, Alexa488-fibronectin deposition fluorescence, overnight; inhibition, % at 12.6 µM; 350,000 tested, 0.086% active; AID 743247;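 active = mean inhibition across replicates of 30% or more, regardless of how many single replicates reach that level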;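 note: positive control wells lacked labelled fibronectin entirely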
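Material – AH1F fibroblast monolayer, labelled fibronectin deposition · Reagent – labelled fibronectin 24 nM · Timing – 1 h adhesion, overnight exposure · Measured by – fluorescence at 485 nm excitation, 525 nm emission · Read-out – inhibition of fibronectin deposition signal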
LGR2 antag = Drosophila LGR2 receptor signaling inhibition; HEK293 LGR2, CRE-luciferase, bursicon-stimulated, 4 h; inhibition, % at 9.99 µM; 380,000 tested, 0.35% active; AID 720647;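 active = drop in luminescence signal, shown as inhibition above about 50% in the replicate tests, limit read from the data, passing the limit was not always enough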;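 note: agonist challenge used bursicon conditioned medium at about half maximal strength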
PAX8 reporter = inhibitors of PAX8 transcriptional activity in RMG-I cells | RMG-I TPO-luciferase reporter, SteadyGlo, 24 h | 360,000 tested, 1.2% active | inhibition, % at 12.6 µM;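 active = mean replicate inhibition at least 60% with every replicate also reaching 60%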;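 note: luciferase light reporting Pax8 driven TPO promoter activity; plate controls were median of neutral control wells for no effect and mitoxantrone controls for full effect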
miR122 inh = blocks miR-122 activity in Huh7 sensor cells | 340,000 tested, 0.3% active | Huh7 miR-122 Renilla luciferase sensor, 48 h; neutral wells = 0, positive control = 100 | activation (reporter increase), % at 12.5 µM;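 active = mean replicate activation score at least 90 and every replicate individually at or above 90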;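 note: higher luciferase means less miR-122 activity so hits act as miR-122 inhibitors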
* hit, by the source's call; nt = no result given; [ ] = remark or other dose.

SMILES | Cneo AK release | EWS-Fli block | Casp6 inh | PGC1a acetyl inh | FN deposition inh | LGR2 antag | PAX8 reporter | miR122 inh
O=C(Nc1nccs1)c1ccc(-c2cccc([N+](=O)[O-])c2)o1 | 0 | -104 | 0 | 6 | -1 | -77 | -170 | 6
Cc1ccc(C)c(Cn2nnc3c(=O)[nH]c(C4CCCN(C(=O)CC(C)C)C4)nc32)c1 (configuration not stated) | 1 | 7 | 6 | -6 | nt | 8 | nt | 1
O=C(Nc1ccc(Cl)cc1)N[C@H]1CC[C@@H](CCn2cc(C3(O)CCCC3)nn2)O[C@@H]1CO | 0 | 0 | 5 | -11 | nt | 18 | -4 | 4[16.7 µM]
CC(C)(C)OC(=O)N(Cc1ccccc1)Cc1ccc(OCc2cccc(NC(=O)C3CC3)c2)cc1 | -4 | 30 | -1 | 1 | 3 | 11 | -10 | 0
Cc1ccc(C(=O)/C=C\NCc2ccccc2)cc1 | nt | -58 | 0 | nt | 3 | -67 | -185 | nt
O=C(CSc1cc([N+](=O)[O-])cc(S(=O)(=O)Cc2ccccc2)c1)NC1CC1 | nt | 5 | 4 | nt | 5 | nt | 3 | nt
COc1ccc(OCCCC(=O)N(C)CC(=O)Nc2ccccc2Cl)cc1 | 1 | -8 | 4 | nt | -1 | -7 | 6 | -6
Cc1ccc2ccccc2c1Cn1c(-n2ccnc2)nc2c1c(=O)n(C)c(=O)n2C | 2 | nt | nt | 11 | 14 | nt | nt | 4
Cc1ccc(S(=O)(=O)N(C)C[C@@H]2Oc3cc(C#Cc4ccccc4)ccc3S(=O)(=O)N([C@H](C)CO)C[C@@H]2C)cc1 | -12 | 11 | 1 | 1 | 1 | 28 | 30 | -2[16.7 µM]
C=C(C)C(=O)Oc1ccc(N2C(=O)CCC2=O)cc1 | nt | 6 | 1 | -11 | -3 | -3 | 21 | nt
O=C(Cc1cccs1)N1CCN(S(=O)(=O)c2ccc(F)cc2)CC1 | nt | -5 | 0 | -4 | 7 | 12 | -12 | nt
O=C(CCN1CCCCC1)NCC1OCCc2ccccc21 (configuration not stated) | -1 | nt | nt | -3 | 0 | nt | nt | 0
Cc1cc(C)n(CC(=O)NNC(=O)CCCOc2ccc(Cl)c(C)c2)n1 | 1 | 11 | -2 | nt | 0 | 19 | -8 | nt
Cc1ccc(S(=O)(=O)NC2CC(C)(C)NC(C)(C)C2)c(C)c1C | 1 | 12 | 0 | 8 | 5 | 3 | -11 | 2
C[C@@H]1CN([C@@H](C)CO)C(=O)c2cccc(NC(=O)Nc3ccc(C(F)(F)F)cc3)c2O[C@@H]1CN(C)Cc1ccccc1 | -2 | 7 | nt | 9 | nt | 18 | nt | -9[16.7 µM]
O=C(Nc1cccc(F)c1)N1[C@@H]2CNC[C@H]1C2c1ccc(-c2ccncc2)cc1 (some centres not stated) | nt | nt | 0 | 6 | -1 | 0 | nt | nt
Cc1ccc(NC(=O)CCNC(=O)c2ccc([N+](=O)[O-])cc2)cc1S(=O)(=O)N1CCOCC1 | 1 | 5 | 1 | 1 | -2 | -4 | -12 | nt
CCCCCCCCCCCCN1[C@@H](CC(C)=O)c2cc(F)cc(F)c2S1(=O)=O | 0 | 4 | 0 | -14 | 3 | nt | 8 | -1
CSc1cccc(N2CC(C(=O)Nc3ccccc3N3CCCC3)CC2=O)c1 (configuration not stated) | 1 | 4 | -3 | nt | 6 | 6 | 14 | nt
Cc1cccc(NC(=O)CSCC(=O)Nc2sccc2C#N)c1 | 1 | 0 | 6 | -2 | 2 | 1 | 2 | -1
C[C@H]1CN([C@@H](C)CO)C(=O)c2cc(NC(=O)C3CC3)ccc2O[C@H]1CN(C)S(=O)(=O)c1cccs1 | -2 | -12 | -1 | 8 | nt | -12 | -1 | 1[16.7 µM]
CCCc1cc(C(=O)Nc2sc(C)c(CC)c2C#N)no1 | 2 | -1 | 1 | nt | -3 | -5 | -32 | nt
Cc1ccc(NC(=O)CCn2nnc3ccccc32)cc1 | nt | -75 | -1 | -2 | -13 | -41 | -118 | 0
CN1C(=O)/C(=C2\SC(=S)N(CCCCCC(=O)O)C2=O)c2ccccc21 | 2 | 16 | -1 | 2 | 21 | -1 | 26 | -3
CCOC1=C2[C@@H](CN(S(=O)(=O)c3ccc(C)cc3)[C@H]2c2cccc3ccccc23)[C@H]2C(=O)NC(=O)[C@H]2C1 | 1 | 10 | -1 | 11 | 0 | -3 | 14 | 63
O=c1ccc2cc(O)c(O)cc2o1 | 4 | 4 | 13 | -9 | -10 | -4 | 9 | 4
Cc1ccc2oc(=O)n(CC(=O)c3ccc(F)cc3)c2c1 | nt | 10 | 0 | -1 | 7 | 12 | 10 | nt
O=C(COc1ccc(S(=O)(=O)N2CCOCC2)cc1)NCCCn1ccnc1 | 2 | 3 | 0 | 2 | -2 | 9 | -6 | 2
O=C(NC1CC1)C1CC(=O)N(c2ccc(F)cc2)C1 (configuration not stated) | nt | 3 | 2 | 7 | 3 | 21 | -13 | -5
COc1ccc(S(=O)(=O)NCC2CCCN(C(=O)CN3CCCCC3)C2)cc1 (configuration not stated) | nt | 2 | -2 | 9 | -18 | 3 | -1 | nt
C[C@H]1CN([C@@H](C)CO)C(=O)Cc2cc(NS(=O)(=O)c3ccccc3)ccc2O[C@@H]1CN(C)Cc1ccc(Oc2ccccc2)cc1 | -1 | 1 | 2 | -5 | nt | 12 | -9 | 8[16.7 µM]
O=C(N1CCOCC1)N1CCN(S(=O)(=O)c2cccc([N+](=O)[O-])c2)CC1 | 0 | nt | 0 | -1 | -3 | -8 | 9 | -3
O=C(NC(=S)Nc1ccccc1O)c1cccnc1 | -2 | 4 | 2 | 5 | 5 | -8 | -21 | -1
COc1ccc(/C=N/Nc2cc(C)nc(N3CCOCC3)n2)cc1OC | 0 | -10 | 0 | 3 | 1 | -8 | -12 | -6
O=S(=O)(CCN1C=CC(C(F)(F)F)=NCC1)c1ccc(F)cc1 | 10 | -3 | -1 | 3 | 16 | 9 | 6 | -6
CCSc1nnc(NC(=O)COc2ccc(Cl)cc2)s1 | nt | -1 | 1 | 5 | 5 | -6 | -17 | nt
O=C(Nc1nnc(CCN2CCCCC2)s1)c1cccc(Cl)c1 | nt | -13 | -1 | nt | 3 | -4 | -17 | nt
O=C(C[C@@H]1CC[C@H]2[C@@H](COC[C@H](O)CN2Cc2cc(F)ccc2F)O1)N[C@H]1CCN(Cc2ccccc2)C1 | 2 | -3 | -10 | -2 | -2 | 13 | 9 | -7[16.7 µM]
Fc1ccc2cnc(-c3ccccc3)c(-c3cccc(C(F)(F)F)c3)c2c1 | -1 | 8 | 5 | -6 | -6 | 5 | 5 | 0
CC(=O)c1cccc(CN2CCC(C(=O)Nc3cccc(-c4ccn[nH]4)c3)CC2)c1 | -4 | nt | -10 | nt | -3 | 17 | -6 | nt

Some of these compounds in order of heavy-atom count, largest number first:
SMILES | Cneo AK release | EWS-Fli block | Casp6 inh | PGC1a acetyl inh | FN deposition inh | LGR2 antag | PAX8 reporter | miR122 inh
Cc1ccc2ccccc2c1Cn1c(-n2ccnc2)nc2c1c(=O)n(C)c(=O)n2C | 2 | nt | nt | 11 | 14 | nt | nt | 4
O=C(COc1ccc(S(=O)(=O)N2CCOCC2)cc1)NCCCn1ccnc1 | 2 | 3 | 0 | 2 | -2 | 9 | -6 | 2
O=S(=O)(CCN1C=CC(C(F)(F)F)=NCC1)c1ccc(F)cc1 | 10 | -3 | -1 | 3 | 16 | 9 | 6 | -6

(list continues)
SMILES | Cneo AK release | EWS-Fli block | Casp6 inh | PGC1a acetyl inh | FN deposition inh | LGR2 antag | PAX8 reporter | miR122 inh
COc1ccc(C2(c3ccc(OC)cc3)NC(=O)N(CC(=O)Nc3ccc(C(=O)N(C)C)cc3)C2=O)cc1 | -4 | 2 | -7 | -1 | 7 | -10 | nt | 1
CCc1nc2ccc(C(=O)NCCc3c[nH]c4ccccc34)cn2c1N(C)Cc1nccn1C | -2 | 7 | -10 | -6 | -11 | 1 | 27 | -1
CN1C(=O)c2cc(NC(=O)c3cnccn3)ccc2OC[C@@H]2O[C@@H](CC(=O)NCC3CCCCC3)CC[C@H]21 | 53 | 3 | -3 | nt | -1 | 5 | -20 | nt
CCOc1nc(-c2ccccc2Cl)ccc1C#N | -3 | nt | nt | 4 | 13 | -12 | nt | 3
Cn1c(=O)[nH]c2ncn(C)c2c1=O | 2 | 6 | 5 | -14 | -3 | 14 | 5 | -3
COc1ccccc1N1CCN(C(=O)c2cccc(N3C(=O)C4C5C=CC(C5)C4C3=O)c2)CC1 (configuration not stated) | -4 | 0 | 2 | 2 | 3 | 6 | 4 | -8
CCc1nc2cc(NC(=O)C3(C)CCCN(C(C)C)C3)ccc2o1 (configuration not stated) | 5 | -20 | 1 | 3 | 1 | 7 | 7 | -1
COc1cc(NC(=O)c2ccc3c(SCC(=O)O)c4c(nc3c2)CCCC4)cc(OC)c1OC | nt | 3 | 10 | nt | 10 | -3 | 10 | nt
Cc1cc2[nH]c(=S)[nH]c2cc1C | nt | 3 | 2 | 3 | 8 | nt | -11 | -3
COc1ccc(NC(=O)N2CCN(C(=O)C3CCCO3)CC2)cc1 (configuration not stated) | 0 | -7 | 1 | 0 | -2 | 8 | nt | -9
C[C@@H]1CN([C@@H](C)CO)C(=O)c2cc(NC(=O)Nc3ccc4c(c3)OCO4)ccc2O[C@@H](C)CCCCO[C@@H]1CN(C)Cc1ccc(C(=O)O)cc1 | 2 | -23 | -1 | 18 | nt | -29 | -24 | 1[16.7 µM]
CCN(C(=O)CN(C)Cc1cccc(Cl)c1Cl)c1c(N)n(Cc2ccccc2)c(=O)[nH]c1=O | -3 | nt | nt | nt | 7 | 28 | -13 | nt
Cc1cc(SCC(=O)N2CCCC2)nc2ccccc12 | 2 | nt | nt | 3 | nt | nt | 3 | -11
CCC(C)Nc1nc(N)c([N+](=O)[O-])c(NCc2ccccc2)n1 (configuration not stated) | -6 | -14 | 0 | -6 | 16 | -5 | 12 | -5
O=C1c2ccccc2C(=O)N1CCSc1nnc(-c2ccco2)n1Cc1ccccc1 | 7 | nt | nt | -14 | -1 | nt | nt | 0
CCCCN(C(=O)CCC(=O)Nc1cc(C)on1)C(C(=O)NC(C)(C)CC)c1cccc(OC)c1OC (configuration not stated) | 0 | 6 | -1 | 4 | 1 | 10 | 11 | 8
Cn1cc(S(=O)(=O)NCc2ccc3c(c2)OCO3)c(C(F)(F)F)n1 | 1 | -4 | 7 | nt | nt | -2 | 4 | 3
CCCCOC(=O)n1c(=O)oc2ccccc21 | 1 | nt | nt | 0 | nt | -1 | nt | 0
Cc1noc(C)c1S(=O)(=O)Nc1cccc2c1O[C@H](CN(C)Cc1ccc(C(=O)Nc3ccccc3N)cc1)[C@H](C)CN([C@H](C)CO)C2=O | nt | -4 | -2 | -8 | -5 | -5 | 6 | nt
CSc1nc2c(c(=O)[nH]1)C(c1ccccc1)C1=C(CC(C)(C)CC1=O)N2 (configuration not stated) | nt | 4 | -3 | 3 | -3 | 14 | 7 | -8
COCC(=O)Nc1ccc2c(c1)C(=O)N(C)C[C@H](OC)[C@@H](C)CN(Cc1cc(F)ccc1F)[C@H](C)CO2 | 0 | 1 | -3 | -32 | 14 | 0 | -6 | nt

Compound profiles, as listed above. Values in the order: Cneo AK release	EWS-Fli block	Casp6 inh	PGC1a acetyl inh	FN deposition inh	LGR2 antag	PAX8 reporter	miR122 inh
`CCc1nc2cc(NC(=O)C3(C)CCCN(C(C)C)C3)ccc2o1` (configuration not stated) is listed as 5	-20	1	3	1	7	7	-1
`O=C1c2ccccc2C(=O)N1CCSc1nnc(-c2ccco2)n1Cc1ccccc1` is listed as 7	nt	nt	-14	-1	nt	nt	0
`Cc1noc(C)c1S(=O)(=O)Nc1cccc2c1O[C@H](CN(C)Cc1ccc(C(=O)Nc3ccccc3N)cc1)[C@H](C)CN([C@H](C)CO)C2=O` is listed as nt	-4	-2	-8	-5	-5	6	nt
